# FAS-TE inh = FAS thioesterase (human) inhibition; inhibition, % at 15 µM; recombinant FAS-TE, OMFH fluorogenic substrate, fluorescence endpoint; 360,000 tested, 0.67% active; P49327;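 active means compounds whose normalised, plate-corrected inhibition of enzyme fluorescence in the single-dose primary screen is 50% or more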;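 further: 0% = DMSO with enzyme and 100% = substrate without enzyme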
# MsrA act = bovine methionine sulfoxide reductase A activation; 360,000 tested, 0.3% active; purified bovine MsrA, absorbance read-out; activation, % at 10.6 µM; in the data active means activation above about 7.5%;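 further: 0% = vehicle and 100% = reference activator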
# Tb MetRS inh = blocks T. brucei methionyl-tRNA synthetase activity | purified T. brucei MetRS, ATP depletion, Kinase-Glo luminescence | inhibition, % at 11.9 µM | 360,000 tested, 0.4% active | AID 624268;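 active means inhibition above a per-plate cutoff of the control wells' mean inhibition plus 3 SD, cut at about 5.5% in these data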;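 further: 0% = DMSO wells median and 100% = median of wells with control inhibitor compound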
#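 Material – parasite MetRS enzyme · Medium – HEPES-MgCl2-KCl buffer plus DTT, spermine, BSA, pyrophosphatase · Reagent – ATP, methionine and E. coli bulk tRNA substrates · Times – 15 min enzyme-compound preincubation, 2 h reaction, 10 min detection, 25 °C · Measured by – luminescence of leftover ATP · Evaluation – percent inhibition relative to median high and low control wells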
# eLon inh = inhibitors of E. coli Lon protease. P0A9M0. purified E. coli Lon protease, fluorescence polarization. inhibition, % at 7.94 µM. 360,000 tested, 0.42% active. AID 602123; in the data active means inhibition above about 13%, passing the limit was not always enough;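 further: 0% = enzyme with probe and DMSO and 100% = no enzyme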
# MT1-MMP act inh = MT1-MMP (human) activation inhibition; P50281; 360,000 tested, 0.061% active; GFP/RFP ratio change, % at 20 µM; HT1080 RFP-PRO-GFP cells, GFP/RFP ratio fluorescence, overnight; percent of plate control window, DMSO zero;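 active means GFP/RFP ratio change of at least 30% with cell ATP level not reduced by more than half and red fluorescence within 50% of control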; further: strong numbers were not always called active
#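 Material: RFP-PRO-GFP reporter HT1080 cells. Dosing: single-point 20 µM compound, 1% DMSO. Controls: DMSO and RFP-L50D-GFP cell wells. Timing: cells overnight before dosing, compound overnight, 37 °C, 5% CO2. Measure: GFP/RFP fluorescence ratio.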
# SKN-1 block = C. elegans SKN-1 inhibition | C. elegans VP596 Pgst-4::GFP/RFP ratio, acrylamide-induced, 24 h | inhibition, % at 21.8 µM | 360,000 tested, 0.49% active;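 active means interference check ratio from 0.5 to 1.5 plus GFP to RFP signal ratio inhibition reaching or exceeding a fixed threshold, cut at about 30% in these data, passing the limit was not always enough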; further: some compounds called inactive have numbers as strong as hits
# NRP1-CendR mod = alters CendR peptide binding to human NRP-1 | O14786 | 360,000 tested, 0.85% active | inhibition, % at 25 µM | FAM-RPARPAR peptide binding to NRP-1, fluorescence polarization;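 active means inhibition or corrected inhibition above about 18%, plus a signal ratio from 0.5 to 1.5, limit read from the data, passing the limit was not always enough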; further: strong numbers were not always called active
# MsrA inhibitor = inhibits bovine methionine sulfoxide reductase A; purified bovine MsrA, absorbance read-out; inhibition, % at 15.5 µM; 360,000 tested, 0.75% active; AID 651718; in the data active means inhibition above about 4.5%;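 further: 0% = vehicle wells with enzyme and 100% = reference inhibitor wells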
# PABP1 MLLE inh = blocks PAM2 peptide binding to the PABP1 MLLE domain | GST-MLLE / FITC-PAM2 fluorescence polarization | inhibition, % at 20 µM | 360,000 tested, 0.36% active; in the data active means inhibition above about 35%, passing the limit was not always enough;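 further: plate controls were DMSO wells with GST-MLLE for no effect and wells lacking GST-MLLE protein for full effect; some results filed as inactive read as strong as hits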
# * hit, by the source's call; / = no result given.
SMILES,FAS-TE inh,MsrA act,Tb MetRS inh,eLon inh,MT1-MMP act inh,SKN-1 block,NRP1-CendR mod,MsrA inhibitor,PABP1 MLLE inh
CC1(C)C(=O)CC[C@]2(C)C3C(=O)C=C4[C@H]5C[C@@](C)(C(=O)O)CC[C@]5(C)CC[C@]4(C)[C@]3(C)CC[C@@H]12 (stereo partly drawn),-8,0,-0.1,9,7,23,-1,-0.2,-26
CC1CCN(C(=O)c2[nH]cnc2C(=O)Nc2ccon2)CC1,-9,-3,1.0,-1,3,-13,-9,-0.7,-5
COC(=O)c1ccc(CSc2nc3sc(C)c(C)c3c(=O)[nH]2)cc1,-2,-2,-0.6,-9,-4,-3,5,-1.1,1
Oc1ccc2ccccc2c1CNc1ccc2ccccc2c1,28,-8,-0.3,8,7,13,-5,-1.0,-17
CCOc1ccc(NC(=O)CN(C)C(=O)c2c(C)nn(Cc3ccccc3Cl)c2C)cc1OCC,-1,-3,-0.3,-7,1,7,2,-0.7,-5
CC(=O)OCC(=O)N1N=C(c2ccc3ccccc3c2)CC1c1ccccc1 (stereo not drawn),0,-3,-0.2,1,0,3,-1,-0.9,-3
CCOc1ccc(Nc2ncnc3ccc([N+](=O)[O-])cc23)cc1,13,-2,-0.1,-7,-19,23,-2,1.9,4
CN(CC(=O)N1CCCc2c1c(=O)oc1ccc(O)cc21)Cc1ccccc1,-3,-1,0.0,4,1,-12,-15,1.7,0
NC(=S)N/N=C/c1coc2ccc(F)cc2c1=O,1,-1,0.4,-6,-8,-5,6,-0.3,18
Cc1noc(C)c1C(=O)OCC(=O)Nc1ncc(Cl)c(C)c1Cl,4,-1,0.1,-3,3,13,-24,-0.6,-11
Cc1ccc(NC2CCCN(C(=O)c3nonc3C)C2)cc1C (stereo not drawn),-1,-3,-0.2,-12,-1,5,-8,-1.6,8
CC(C)[C@H]1CN=C2N(CCNC(=O)CCC3CCCCC3)[C@H](Cc3ccc(O)cc3)CN21,-9,-2,-0.4,12,3,12,5,0.4,8
O=C(COc1ccccc1)Nc1nc(-c2ccc(S(=O)(=O)N3CCOCC3)cc2)cs1,86*,-2,-0.1,-14,10,-3,12,-0.9,-1
N=c1c2c(ncn1Cc1ccco1)Oc1c(ccc3ccccc13)C2c1ccccc1 (stereo not drawn),34,-5,0.4,-2,-5,2,-10,-0.2,0
COc1cccc(C(=O)NC(=S)Nn2cnnc2)c1OC,-5,-2,2.2,-6,0,-6,6,0.7,13
CCCOC(=S)NC(=O)c1sc2ccccc2c1Cl,-4,-6,0.0,0,0,6,-10,1.4,35
O=C(N/N=C(\CC(=O)c1cccs1)C(F)(F)F)c1ccncc1,1,-1,-0.3,-30,-6,7,-25,1.0,-19
COc1ccc(CCN2C(=O)CCC2(C)c2nnnn2-c2ccc3c(c2)OCCO3)cc1OC (stereo not drawn),-4,-3,-0.6,-9,0,7,-6,-0.2,/
CN(CC(O)COC(c1ccccc1)c1ccccc1)C1CCCCC1 (stereo not drawn),-5,-1,-0.5,-2,5,5,-9,0.0,-23
CCOC(=O)c1ccccc1NC(=O)COC(=O)C1=COCCO1,-8,-2,-0.5,-9,2,-10,3,-0.5,2
CN(C)CCCN(C(=O)c1ccco1)c1nc2cc3c(cc2s1)OCO3,-7,-7,-0.2,3,-4,8,6,2.3,-1
O=C1CCCN1CCCNC(=S)Nc1ccccc1,-6,-1,0.2,7,2,6,1,-0.8,15
C=CCC1c2cccc(C(=O)O)c2C(=O)N1c1cccc(OC)c1 (stereo not drawn),-2,0,-0.2,4,0,9,10,0.1,-16
CC(=O)Nc1nnc(SCC(=O)NCC2CCCO2)s1 (stereo not drawn),-9,-3,0.2,-2,2,8,2,1.9,-60
Cc1cc(NC(=O)Cn2cc(C(F)(F)F)cc(Cl)c2=O)no1,-4,3,-0.6,1,0,-14,-7,0.6,-3

# Additional results:
SMILES,FAS-TE inh,MsrA act,Tb MetRS inh,eLon inh,MT1-MMP act inh,SKN-1 block,NRP1-CendR mod,MsrA inhibitor,PABP1 MLLE inh
Cc1ccc(C(=O)CNc2ccc(Br)cc2)cc1,-2,2,0.4,2,1,-22,-10,-0.9,7
Cn1cccc1C(=O)OCC(=O)N1CC(=O)Nc2ccccc21,-2,-3,0.5,2,1,18,1,1.4,4
CC1(C)Cc2c(cnn2-c2ccccc2)C(NC(=O)c2ccoc2)C1 (stereo not drawn),1,-5,-0.3,0,0,5,6,0.3,8
O=C(NC1CCCC1)C(c1ccc(Cl)cc1)N1CCc2ccccc21 (stereo not drawn),-3,-9,-1.4,-5,-2,1,3,0.3,1
CC1CCCC(C)N1CCCNC(=O)c1ccc2nc(N3CCCCC3)sc2c1 (stereo not drawn),-8,-1,-0.6,-4,3,4,3,0.0,-6
CCOc1ccc(NC(=O)N2CCN(C(=O)c3ccco3)CC2)cc1,-6,-3,-0.4,-9,1,-3,5,-1.3,11
Cc1noc(C)c1S(=O)(=O)N(C)C[C@H]1OCc2cnnn2CCCC(=O)N([C@@H](C)CO)C[C@H]1C,-3,-2,-0.3,-7,0,0,-7,0.0,3
COC(=O)COc1cccc2c(=O)n(CC(=O)NCc3ccc(F)cc3)ccc12,-4,-4,-0.4,7,6,-6,5,1.4,1
O=C(Cn1cc(S(=O)(=O)Cc2cccc(F)c2)c2ccccc21)N1CCOCC1,-7,-6,-0.5,4,-1,0,11,-0.9,-1
C/C(=N\NC(=O)c1cc(C)nc2ccccc12)c1ccco1,-2,-1,-0.4,6,5,7,-9,0.7,2
CC1CCCCN1CCNC(=O)c1ccc2c(c1)N(Cc1cccc(Cl)c1)C(=O)c1ccccc1S2=O (stereo not drawn),0,-3,-0.5,-5,-5,8,9,-0.2,-4
NC1=NC[C@@H](Cc2ccc(O)cc2)N1CCC12CC3CC(CC(C3)C1)C2,-1,-6,-0.3,0,4,-8,5,-0.4,-128
CCCCNC(=O)C[C@@H]1C[C@@]2(C(=O)OC)CC(C)(C)CC=C2N(Cc2cccc3ccccc23)C1=O,/,/,0.3,/,-13,2,0,-0.4,/
CCOC(=O)Nc1ccc2c(c1)N(C(=O)CN1CCN(CCO)CC1)c1ccccc1CC2,-6,-5,-1.0,-3,0,-1,-15,-0.1,-8
Cc1nnc2n(-c3ccccc3)c(=O)c3c4c(sc3n12)CCCC4,1,-3,0.2,3,-1,13,10,0.6,12
O=C(COC(=O)c1cc([N+](=O)[O-])ccc1NCCO)NCc1cccs1,73*,-1,-0.4,-9,1,-2,10,-0.3,-7
COc1ccc(OCCN(C)C(=O)c2cccc(S(=O)(=O)N(C)c3ccccc3)c2)cc1,14,-2,0.2,0,3,37*,3,0.5,-1
Cc1ccc(C(=O)NCc2ccncc2)cc1S(=O)(=O)N1CCCCC1,-6,-4,-0.3,-3,2,-7,11,0.1,-9
COc1ccccc1NC(=O)CSc1ccc(-c2ccco2)nn1,1,-3,-0.3,-7,0,14,-3,0.3,14
Cc1[nH]c(=O)cc2ccccc12,-7,2,0.0,3,1,-6,4,0.6,-115
COc1ccccc1C1CC(=O)Oc2cc(OC)c(OC)c(OC)c21 (stereo not drawn),-1,1,-1.1,-2,4,1,9,0.6,9
Cc1cc(NC(=O)CSCCO)no1,-3,-1,-0.4,-5,-2,-3,0,0.4,-15
CS(=O)(=O)N1CCN(c2ccc(NC(=O)C(c3ccccc3)c3ccccc3)cc2)CC1,12,-1,-0.3,9,1,12,20,2.0,13
CCOC(=O)C1CCCN(Cc2cc(Br)c(OC)cc2OC)C1 (stereo not drawn),0,-2,0.0,-1,10,1,-16,0.2,-7
O=C(Nc1ccc(OC(F)(F)F)cc1)C1CC(c2ccc(F)cc2)=NO1 (stereo not drawn),3,-2,-0.6,-2,-2,11,0,1.1,7

# The list continues:
SMILES,FAS-TE inh,MsrA act,Tb MetRS inh,eLon inh,MT1-MMP act inh,SKN-1 block,NRP1-CendR mod,MsrA inhibitor,PABP1 MLLE inh
CC(=O)Nc1ccc(/C=N/NC(=O)c2cccc(S(=O)(=O)N3CCOCC3)c2)cc1,-10,-4,-0.6,-9,-1,4,-1,6.2*,3
CCCCCCN=CC1=C(O)CC(C)(C)CC1=O,-7,-6,-0.5,2,14,8,2,-0.2,-2
CSc1ccc(Cn2c(C)c(C(=O)NCc3cccc(Cl)c3)sc2=O)cc1,16,-9,0.0,-4,9,-10,-10,-1.1,-3
O=C(/C=C/c1ccc(-c2ccccc2[N+](=O)[O-])o1)c1ccccc1,2,-1,1.3,2,6,9,5,2.5,17
Cc1cccnc1C(NC(=O)C1CCN(Cc2ccc(Oc3ccccc3)cc2)CC1)c1ccc(F)cc1 (stereo not drawn),17,-3,-0.3,-19,-5,-14,-16,-2.3,2
COc1cccc(/C=N/Nc2ncnc(Cl)c2N)c1O,-8,-7,-0.5,6,-6,-12,-10,5.7*,14
CCCNC(=O)C1(CC2CC(c3ccccc3)=NO2)CCN(C(=O)C2CCCC2)CC1 (stereo not drawn),-7,-3,-0.1,14,0,10,-2,-1.0,4
Cc1nn(C(=O)c2cccc([N+](=O)[O-])c2)c(C)c1Br,6,0,-0.2,3,-1,-4,2,0.3,-10
Cc1ccccc1NC(=O)Cc1cccc(C(F)(F)F)c1,-2,-6,-0.7,1,-2,-1,-1,-1.8,-1
CCc1nc2ccc(C(=O)Nc3ccc4c(c3)OCC(=O)N4)cn2c1N(C)C(=O)Cc1ccccc1,-9,-1,-0.2,-1,-2,20,10,0.3,-3
O=C(COc1ccc(/C=N/NC(=O)c2cc3ccccc3o2)cc1Cl)Nc1ccccc1,7,-4,-0.6,-12,-52,-3,-7,/,-30
CC1CCN(C(=O)CSc2nc3ccccc3c(=O)[nH]2)CC1,-7,-4,-0.8,-7,-3,-12,2,1.6,4
O=C(Nc1ccc(F)cc1)Nc1ccc(S(=O)(=O)N2CCCC2)cc1,13,-3,0.6,-1,9,-4,20,-0.3,-2
CCCCn1c(N)c(N(CCC(C)C)C(=O)CSc2nc3ccccc3n2C)c(=O)[nH]c1=O,-17,-8,-0.5,5,-7,-8,-6,0.3,-32
Cc1cc(C)nc(NN=C(c2ccccc2)c2ccccc2)n1,3,-12,-0.7,2,-4,6,3,0.5,1
COc1ccc(C(CC(=O)c2ccccc2)S(=O)(=O)c2ccc(C)cc2)cc1 (stereo not drawn),-1,-1,-0.3,6,-4,9,0,-0.3,7
CCOC(=O)c1[nH]c2ccc(OC)cc2c1NC(=O)/C=C/c1ccc2c(c1)OCO2,-3,-4,-0.7,-10,3,11,-3,-0.6,-1
Cc1cccc(N/C=C/C(=O)c2cccs2)c1C,19,1,-0.7,-4,-4,44*,-12,1.9,-31
CC(O)(c1ccccc1)C(C(c1ccccc1)N1CCOCC1)N1CCOCC1 (stereo not drawn),2,-3,0.2,-5,-4,6,11,-0.1,7
CC(=O)Nc1ccc(NC(=O)C(C)Sc2nc3ccccc3c(=O)n2Cc2ccco2)cc1 (stereo not drawn),-5,-2,-0.5,-2,2,3,6,-0.1,-74

# Sorted by heavy-atom count (smallest number first): 4 of the compounds above.
SMILES,FAS-TE inh,MsrA act,Tb MetRS inh,eLon inh,MT1-MMP act inh,SKN-1 block,NRP1-CendR mod,MsrA inhibitor,PABP1 MLLE inh
O=C1CCCN1CCCNC(=S)Nc1ccccc1,-6,-1,0.2,7,2,6,1,-0.8,15
COc1cccc(/C=N/Nc2ncnc(Cl)c2N)c1O,-8,-7,-0.5,6,-6,-12,-10,5.7*,14
Cc1ccc(NC2CCCN(C(=O)c3nonc3C)C2)cc1C (stereo not drawn),-1,-3,-0.2,-12,-1,5,-8,-1.6,8
CSc1ccc(Cn2c(C)c(C(=O)NCc3cccc(Cl)c3)sc2=O)cc1,16,-9,0.0,-4,9,-10,-10,-1.1,-3
